Screens: PubChem, National Center for Advancing Translational Sciences (NCATS)
Nrf2 block: blocks Nrf2 signaling | A549 ARE-Fluc reporter, luciferase luminescence, 18-24 h | Potency, µM (top dose mostly 46 µM), without a hit: at the top dose activity change, negative = inhibition, most hits filed as inhibitors | 360,000 tested, 2.1% active; further: potency means the concentration at half of the fitted maximal effect; on the % scale 0 is the no-effect control and ±100 the full control effect; nearly all actives have a fitted effect of over 60% in size
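Quantitative HTS in A549 cells stably bearing an antioxidant response element-firefly luciferase construct. Inhibition of Nrf2-driven transcription was scored by luminescence after 18-24 h of compound exposure at 37 °C.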
HepG2 tox: counter-screen for TGF-b inhibitors: cytotoxicity in HepG2 cells. Potency, µM (doses to about 46.1 µM), without a hit: at the top dose activity change, negative = cytotoxicity, hits mostly cytotoxic. AID 588856. 410,000 tested, 0.76% active. HepG2 CAGA-GFP viability, ATP luminescence, 18 h; further: potency means the concentration at half of the fitted maximal effect; some results filed as inactive show a strong effect at the top dose
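HepG2 CAGA-GFP cells (1000/well, DMEM with 1% FBS) received compound, then TGF-beta at 500 pg/mL final, and were incubated 18 hours at 37 degrees C. Viability was read by CellTiter-Glo luminescence. Media-only wells were set as complete cell-killing and DMSO as no toxicity.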
MCF10A rereplic: induces DNA re-replication in MCF 10a normal breast cells | Potency, µM (top dose mostly 46.1 µM), without a hit: at the highest dose activity, positive = re-replication, usual class: activators | MCF 10A DNA re-replication, Hoechst nuclear intensity, 48 h | 350,000 tested, 2.9% active; further: potency means the concentration at half of the fitted maximal effect; % of control where 0% means no effect; nearly all actives have a fitted effect of over 50% in size
A549 tox: kills or reduces viability of A549 cells in Nrf2 counter-screen | Potency, µM (highest dose often 46 µM), inactives show at the top dose activity change, negative = cytotoxicity, usual class: inhibitors | A549 ARE-Fluc cells, CellTiter-Fluor viability, 18-24 h | 390,000 tested, 0.16% active; further: potency means the concentration at half of the fitted maximal effect; on the % scale 0 is the no-effect control and ±100 the full control effect
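Cytotoxicity counterscreen: CellTiter-Fluor fluorescence was measured in A549 ARE_Fluc cells after 18-24 h of compound exposure in a concentration series. The subsequent BugLite luminescent read reports ARE-luciferase activity.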
TGFb SMAD3 inh: inhibitors of TGF-b signaling; 410,000 tested, 1.2% active; HepG2 CAGA-GFP TGF-b/SMAD3 reporter, GFP fluorescence, 18 h; TGF-beta stimulated, 500 pg/mL final; Potency, µM (top dose mostly 46.1 µM), inactives show at the top dose activity, negative = inhibition, most hits filed as inhibitors; further: potency means the concentration at half of the fitted maximal effect; on the % scale 0 is the no-effect control and ±100 the full control effect; nearly all actives have a fitted effect of over 65% in size
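HEPG2 CAGA-GFP, 1000 cells/well; 2 h settle, 37 C; cpd via pin tool; TGF-b 500 pg/mL final; 18 h, 37 C; GFP imaging ex488/em500-530; %Activity normalised to -TGF-b and +DMSO controls; CRC fit, curve class.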
IL-1B inflam inh: blocks inflammasome-driven IL-1 beta release | THP-1 LPS/ATP IL-1B secretion, AlphaLISA, 16 h; hits give low values | 360,000 tested, 4.7% active | activity change, % at 57.5 µM; in the data active means activity change below about -50%; inconclusive means mostly about -30% to -49%; further: on the % scale 0 is the no-effect control and ±100 the full control effect
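THP-1 cells pretreated 1 hr with compounds (up to 57.5 uM final), then stimulated with LPS (250 ng/mL final) plus ATP (1.25 mM final); secreted IL-1B measured by AlphaLISA after 16 hr, decreased signal indicating inhibition.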
S2 tox: reduces viability in counter-screen for ATXN expression inhibitors; Potency, µM (titrated, usually from 56.7 µM), usual class: cytotoxic; 400,000 tested, 0.49% active; S2 cells (HEK-293 line with an ATXN2-luciferase reporter) viability, CellTiter-Fluor protease fluorescence, 24 h; further: potency means the concentration at half of the fitted maximal effect; nearly all actives have a fitted effect of over 40% in size
Nrf2 activator: Nrf2 pathway activation; AID 624171; AREc32 ARE-luciferase reporter (MCF7-derived line), luminescence, 24 h; 410,000 tested, 0.31% active; Potency, µM (titrated, usually from 46.1 µM), without a hit: top-dose activation, actives largely listed as activators; further: potency means the concentration at half of the fitted maximal effect; % of control where 0% means no effect; nearly all actives have a fitted effect of over 65% in size
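AREc32 cells carrying an ARE-driven firefly luciferase, 1000 cells/well in OPTI-MEM with 5% FBS, dosed after overnight attachment and incubated 24 hr at 37 deg C. Steady-Glo luminescence read after 30 min at RT.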
ATXN2 expr inh: ATXN2 expression inhibition; HEK-293 ATXN2-luciferase reporter, luminescence, 24 h; AID 1745845; 360,000 tested, 0.72% active; Potency, µM (top dose mostly 57 µM), inactives show top-dose activity change, negative = inhibition, most hits filed as inhibitors; further: potency means the concentration at half of the fitted maximal effect; on the % scale 0 is the no-effect control and ±100 the full control effect; nearly all actives have a fitted effect of over 55% in size
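ATXN2-luciferase reporter cells (luciferase flanked by upstream and downstream ATXN2 gene portions) were treated 24 h at 37 °C with compounds at up to 57 uM. SteadyGlo luminescence gave expression; GF-AFC fluorescence gave viability.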
* = called active by the depositor; i = inactive; ? = inconclusive; . = no result given; & = joins results of further samples; [ ] = remark or other dose. Unless noted, the call rests on the fitted dose curve; in most records, active means well fitted curve in the direction sought with a large enough effect; inconclusive means small, poorly fitted or top-dose-only effect, or another doubt; inactive means no such curve, though single readings can be large; an effect the other way counts as inactive or inconclusive.

SMILES	Nrf2 block	HepG2 tox	MCF10A rereplic	A549 tox	TGFb SMAD3 inh	IL-1B inflam inh	S2 tox	Nrf2 activator	ATXN2 expr inh
Cc1ccc(N/N=C/c2c(C)c(C#N)c(=O)n(C)c2O)cc1C	30%	0%	-2%	-7%	-12%	8	i	-0.6%	-14%[11.3 µM]
CC(C)(C)NC(=O)CSc1nc2cc(S(=O)(=O)N3CCCCC3)ccc2o1	?	3%	11%	-3%	-7%	17	i	0.3%	-28%
COC(=O)[C@@H]1C[C@@]2(O)[C@@H](O)[C@@H](O)[C@@H](O)C[C@H]2N1CC1CCCCC1	2%	1%	?	7%	4%	15	i	-0.6%	5%
CCCc1ncc(C(O)(c2ccccc2)c2ccc(C)cc2)n1C (stereo not given)	0%	-17%	23%	-1%	-2%	6	i	-0.3%	-11%
Fc1ccc2c(c1)Sc1ccc(Cl)cc1CC2N1CCN(CCC2OCCO2)CC1 (stereo not given)	?	-36%	?	-8%	?	-75*	i	7.8%	-26%
CC(OC(=O)Cn1ccccc1=O)C(=O)Nc1cc(Cl)cc(Cl)c1 (stereo not given)	-9%	-4%	5%	1%	-7%	-11	i	0.3%	-7%
Cc1nc2nc(C)c(CCC(=O)NCc3ccccc3)c(C)n2n1	6%	12%	.	-8%	-12%	.	i	-0.2%	12%
Cc1cccc(OCCCCCNCCO)c1	4%	-24%	1%	0%	3%	2	i	-0.1%	-3%
Cc1ccc2c(=O)cc(C(=O)NC3CCS(=O)(=O)C3)oc2c1C (stereo not given)	9%	-29%	-1%	-1%	-3%	4	i	-0.4%	4%
O=C(Cc1coc2ccc3ccccc3c12)N1CCc2ccccc21	1%	-14%	6%	3%	0%	0	.	0.3%	.
COC(=O)[C@H](C)[C@@H]1C[C@@]1(C)[C@@H](NC(=O)OCc1ccccc1)c1ccccc1	?	-9%	3%	-9%	0%	24	i	4.3%	-9%
Cc1ccc(-n2c(Cl)c(Cl)nc(Cl)c2=O)cc1	?	7.1µM*	1.8µM*	?	5µM*	-97*	.	-2.4%	5.3µM*
O=C(Cn1cc(C(F)(F)F)ccc1=O)N/N=C/c1ccc(Cl)c(Cl)c1	7%	2%	5%	4%	?	?	i	3.0%	-3%
COc1ccc(OC)c(CN2CCN(C(=O)c3cccc(S(=O)(=O)Nc4ccc(C)cc4)c3)CC2)c1	-19%	-17%	21%	0%	?	-53*	i	2.8%	-27%
O=C(Cn1cnc2c(oc3ccccc32)c1=O)NCC1CCCO1 (stereo not given)	-5%	-14%	-2%	-1%	0%	16	i	1.8%	4%
O=C(Cn1nc(Cc2cccnc2)c2ccccc2c1=O)N1CCN(c2ccccc2F)CC1	-10%	-35%	.	2%	?	.	.	0.3%	.
CN(CCCc1cnc[nH]1)C(=S)NCCCN(Cc1ccc(Cl)cc1)c1ccc(Br)cn1	-8%	-91%	.	-7%	7.1µM*	.	.	.	.
O=C(Nc1ccc(C2CC2(Cl)Cl)cc1)c1ccccc1Br (stereo not given)	7%	-20%	?	4%	?	?	i	4.8%	38%
COc1ccc(CNC(=O)CCc2ccc(S(=O)(=O)N3CCCCCC3)cc2)cc1	?	-5%	-4%	-4%	-4%	-11	i	-0.6%	-9%
CC1(C)OC2OC3C(CN)OC(c4ccccc4)OC3C2O1 (stereo not given)	-12%	3%	-5%	4%	7%	-8	i	-0.6%	-13%
Cc1cc(=O)oc2c(C)c(OCC(=O)N3CCN(c4cccc(Cl)c4)CC3)ccc12	26%	-9%	3%	-1%	5%	-23	i	0.1%	.
COc1cccc(CC(=O)Nc2c(C(=O)N3CCN(c4ccccc4)CC3)oc3ccccc23)c1	1%	-9%	.	-1%	-19%	.	.	-0.5%	.
COc1ccc(NC(=O)CC2Oc3ccc(C)cc3NC2=O)cc1 (stereo not given)	-48%	-19%	0%	-12%	4%	-6	i	0.1%	-24%
Cc1cccc(-c2nnc(SCC(=O)N3c4ccccc4CCc4ccccc43)n2C)c1	-30%	-42%	?	-13%	?	-56*	?	2.2%	-36%
C[C@H]1C[C@H]2[C@@H]3CCC4=CC(=O)C=C[C@]4(C)[C@@]3(F)[C@@H](O)C[C@]2(C)[C@@]1(O)C(=O)CO	0.016µM*	-3%	-8%&-1%	-12%	5%	-59*	i	-0.9%	4%
CCOc1ccc(CNC(=O)CCS(=O)(=O)c2cc3c4c(c2)CCN4C(=O)CC3)cc1OC	17%	1%	.	12%	-2%	.	i	-0.4%	-2%
COc1ccc(OC)c(C(=O)C2COC(=O)C2)c1 (stereo not given)	-26%	-1%	?	-19%	-8%	12	i	?	26%
Cc1ccc(Cn2c(C3CCCN3c3nc(-c4ccc(F)cc4)cs3)nc3cc(C(=O)NCCCO)ccc32)cc1 (stereo not given)	?	-19%	79%	0%	1%	1	i	3.5%	-22%
CC(=O)c1ccccc1NC(=O)COC(=O)Cc1cccc(C(F)(F)F)c1	3%	-10%	2%	11%	?	15	i	-0.2%	9%
Cc1ncccc1C(=O)N1CCCC(C(=O)c2ccc3c4c(cccc24)CC3)C1 (stereo not given)	-21%	-5%	14%	-2%	?	-6	i	0.2%	-19%
COC(=O)c1c(C)[nH]c(C(=O)CSc2nnnn2-c2ccccc2)c1C	-2%	7%	14%	-1%	14%	36	i	0.9%	-3%
CCn1nc(NS(=O)(=O)c2ccccc2)c2cc3ccc(C)cc3nc21	16%	-3%	1%	1%	4%	-6	i	-0.5%	.
Cc1ccc(C(=O)NC(C)c2ccccc2)cc1Br (stereo not given)	-7%	-4%	-4%	3%	4%	0	i	0.7%	1%
O=C(Nc1nnc(N2CCCCCC2)s1)c1cc(-c2ccc(Br)cc2)on1	2%	-3%	12%	-8%	0%	23	i	-0.6%	-3%
COc1cccc(NC(=O)c2cccc(OC)c2OC)c1	28%	-14%	8%	-5%	-2%	-8	i	0.4%	58%[activator]
Cc1ccc(N2OC3C(=O)NC(=O)C3C2c2ccco2)cc1 (stereo not given)	7%	1%	1%	7%	8%	4	i	0.3%	5%
Cc1ccc(C)c(S(=O)(=O)Nc2ccc3[nH]c(=O)[nH]c3c2)c1	-23%	2%	-5%	-4%	-1%	11	i	2.2%	6%
Cc1ccc2c(n1)sc1c(=O)n(-c3cccc(C(F)(F)F)c3)nnc12	-27%	10%	.	16%	-3%	.	i	5.5%	16%
CCOc1ccc(-c2nnc(Nc3ccc(OC)c(C(=O)N4CCCCC4)c3)c3ccccc23)cc1	?	-23%	?	?	?	-19	?	-1.3%	?
Cc1c(NC(=O)c2cc(=O)[nH]c(=O)[nH]2)c(=O)n(-c2ccccc2)n1C	-7%	2%	-19%	-6%	-23%	-13	i	-0.1%	3%

4 compounds from above, showing only TGFb SMAD3 inh, S2 tox and Nrf2 block:
Molecule,TGFb SMAD3 inh,S2 tox,Nrf2 block
CCn1nc(NS(=O)(=O)c2ccccc2)c2cc3ccc(C)cc3nc21,4%,i,16%
Cc1ccc(C(=O)NC(C)c2ccccc2)cc1Br (stereo not given),4%,i,-7%
O=C(Nc1nnc(N2CCCCCC2)s1)c1cc(-c2ccc(Br)cc2)on1,0%,i,2%
COc1cccc(NC(=O)c2cccc(OC)c2OC)c1,-2%,i,28%

(further entries)
SMILES	Nrf2 block	HepG2 tox	MCF10A rereplic	A549 tox	TGFb SMAD3 inh	IL-1B inflam inh	S2 tox	Nrf2 activator	ATXN2 expr inh
CCCCn1c2ccccc2c2nnc(SCCN3CCCCC3)nc21	-5%	-12%	-3%	-3%	7%	-10	?	-1.5%	-34%
CCc1ccc(Nc2n[n+](-c3ccccc3)c(-c3ccc(OCc4ccccc4)cc3)s2)cc1	?	-19%	-16%	-3%	?	3	?	-2.6%	?
Cc1cccc(-c2nc3cc(NC(=O)Cc4ccc(Cl)cc4)ccc3o2)c1	-22%	6%	.	-4%	-2%	.	?	0.4%	-17%
CCN(C(=O)COC(=O)c1cccc(S(=O)(=O)NCc2ccccc2)c1)c1ccccc1	-11%	-2%	13%	-2%	10%	-5	i	2.4%	1%
COc1cccc(CNC(=O)[C@@H]2CCCN2C(=O)[C@H]2CCCCN2C(=O)OC(C)(C)C)c1	.	.	.	.	.	0	?	-1.6%	7%
Cc1ccc(C(=O)C2CCN(C(=S)NCC3CCCO3)CC2)cc1 (stereo not given)	-2%	-19%	12%	13%	-15%	-11	i	3.9%	-8%
COc1ccc(CCNC(=O)CSc2nc(O)cc(=O)[nH]2)cc1OC	0%	-1%	0%	-6%	2%	-8	i	-1.3%	1%
CC(C)(C)n1ncc2c(=O)n(Cc3c(F)cccc3Cl)cnc21	?	-9%&-40%	?	2%&-1%	1%&6%	-8	i	5.0%	17%
O=C(NCC(c1ccc(F)cc1)N1CCOCC1)c1cccc(Br)c1 (stereo not given)	-16%	1%	3%	3%	-12%	?	i	1.9%	3%
COC(=O)COc1ccc(/C=C2/SC(=O)N(CC(=O)N3CCCC3)C2=O)cc1Br	1%	6%	0%	-4%	0%	-6	?	0.2%	-9%
Cc1cc(C(=O)COC(=O)CC2Sc3ccccc3NC2=O)c(C)n1-c1ccc2c(c1)OCO2 (stereo not given)	3%	-1%	7%	1%	-3%	26	i	2.5%	.
CCc1ccc(S(=O)(=O)c2nnn3c2nc(N2CCN(c4ccccc4)CC2)c2cc(Cl)ccc23)cc1	5%	2%	.	4%	20%	.	?	-0.2%	4%
Cc1ccc(S(=O)(=O)N2CCCC2CNC(=O)C(=O)Nc2ccccc2)cc1 (stereo not given)	-26%	-35%	25%	-6%	3%	?	i	2.5%	7%

Rows are unselected, and some 8.8% of all compounds hit somewhere here.
